EBI2 antag = antagonists of human EBI2 receptor | P32249 | EBI2 beta-arrestin recruitment, luminescence, 7a,25-OHC stimulated | inhibition, % at 5 µM | 360,000 tested, 0.81% active | AID 651636; in the data active means inhibition above about 38%;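 further: enzyme fragment complementation signal reports receptor beta-arrestin coupling in cells; 0% = agonist plus DMSO wells and 100% = wells without agonist; some results beyond the cut were filed as inactive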
Target sequence (P32249 whole entry, looked up, the tested form may be a part): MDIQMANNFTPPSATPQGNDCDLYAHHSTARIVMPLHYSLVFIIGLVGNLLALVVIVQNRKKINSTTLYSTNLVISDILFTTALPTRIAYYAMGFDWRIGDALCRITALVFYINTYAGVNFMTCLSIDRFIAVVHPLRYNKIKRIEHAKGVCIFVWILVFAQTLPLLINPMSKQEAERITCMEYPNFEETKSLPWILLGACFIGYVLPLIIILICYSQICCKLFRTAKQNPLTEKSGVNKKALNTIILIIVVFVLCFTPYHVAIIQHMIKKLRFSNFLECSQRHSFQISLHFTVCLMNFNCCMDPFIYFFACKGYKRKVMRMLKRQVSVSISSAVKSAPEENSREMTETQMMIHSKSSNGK
* hit, by the source's call.

SMILES	EBI2 antag
CCc1nc2c(OCCOc3ccccc3)cccn2c1N(C=O)Cc1ccc(OC)cc1	-2
O=C(C(=O)N1CCN(c2ccccc2)CC1)c1ccco1	-2
COCCNC(=O)C1(C)Cc2c(-c3ccc(N(C)C)cc3)ccnc2O1 (stereo unspecified)	4
COc1cccc(-c2cnc(C(O)c3cc(C)cc(C)c3)[nH]2)c1 (stereo unspecified)	-5
COC(=O)c1ccc(N2C(c3ccsc3)=Cc3cc4c(cc3C2CC(=O)c2ccco2)OCO4)cc1 (stereo unspecified)	11
O=C(c1cc(C2CCCCN2C(=O)CCCc2ccccc2)on1)N1CCOCC1 (stereo unspecified)	-9
N#CCCN(Cc1ccccc1)C(=O)CCC(=O)c1ccc(F)cc1	-3
COc1ccc(N2CCN(C(=O)C(=O)c3cc(OC)c(OC)c(OC)c3)CC2)cc1	-7
CC(C)Nc1ncnc2c1ncn2[C@H]1CN(Cc2ccncc2)C[C@@H](CO)O1	1
CC(=O)Nc1cnc(-c2cccc(C(=O)N(C)C)c2)cn1	-2
CCCCC[C@@H](C)N1C[C@@H](COCc2ccccc2)Oc2cc(N3CCC[C@@H]3COC)ccc2S1(=O)=O	25
O=C1NC[C@H](CCCCN2CCN(CC3CCCCC3)C(=O)C2=O)N(Cc2ccccc2)C1=O	-8
CNC[C@@H]1OCc2ccccc2-c2ccccc2C(=O)N([C@H](C)CO)C[C@@H]1C	0
COc1ccc(C(C)(O)c2nc(-c3ccoc3)cs2)cc1 (stereo unspecified)	1
Fc1cccc(F)c1C(Nc1nncs1)Nc1nncs1	0
CCCCc1c(O)nc(SCC(=O)N2CCOCC2)n(-c2ccc(C)cc2)c1=O	2
CCCCCCCCN1C(=O)[C@H](CC(=O)N2CCSCC2)C[C@@]2(C(=O)OC)CCCCC=C12	26
C=CCNc1nc(Nc2ccc(OC)c(OC)c2)c2sc(-c3ccccc3)cc2n1	18
Cc1ncc([N+](=O)[O-])n1CC(=O)Nc1ccccc1Cl	2
O=C1OCC/C1=C\NCCCCCCCCN/C=C1\CCOC1=O	2
CC(C)NC(=O)C1(C)CSCC(=O)N1CCOc1ccccc1 (stereo unspecified)	-1
CC(C)NC(=O)C1(C)CSCC(=O)N1CC(F)(F)F (stereo unspecified)	-1
O=C(NCc1ccccc1)c1ccc(S(=O)(=O)N2CCCCCC2)cc1	11
CCOc1ccc(OCCC(=O)Nc2ccc(N3CCOCC3)cc2N2CCOCC2)cc1	-6
Cc1ccc(NC(=O)c2sc3ncn(CC(=O)N4CCN(c5ccccn5)CC4)c(=O)c3c2C)cc1	0
Other entries
SMILES	EBI2 antag
CCOC(=O)C1=CCN(S(=O)(=O)c2ccccc2C)C1c1cccc(C)c1 (stereo unspecified)	31
CC1=C(C(=O)N2CCOCC2)CC(CC(=O)NCc2cccc3ccccc23)C(=O)N1CCC1=CCCCC1 (stereo unspecified)	-11
CCCCCCN1C[C@H](n2cc(COC(=O)c3ccccc3)nn2)[C@@H](O)C[C@@H]1c1ccc(Cl)cc1	6
Cc1ccc2nc(-c3ccc(F)cc3)c(Cc3ccccc3C(F)(F)F)n2c1	-3
CC(=Cc1ccccc1)C(=O)c1ccccc1	-8
COc1ccc2cc(C3CC=C(COC(C)=O)CN3S(=O)(=O)c3ccccc3[N+](=O)[O-])n(C(=O)OC(C)(C)C)c2c1 (stereo unspecified)	19
Cc1cc2nc(-c3cccc(Br)c3)c(Cc3ccsc3)n2c(C)c1Br	-1
Cc1cc(C)n2c(NC3CCCCC3)c(-c3ccccn3)nc2n1	-3
CCc1nc2c(OCc3ccccc3C(=O)OC)cccn2c1N(C)C(=O)c1ccncc1	-9
COC(=O)c1ccccc1COc1cccn2c(N(C)CC3CC3)c(C)nc12	25
O=C(Nc1cccc(C(F)(F)F)c1)c1csc([C@@H]2O[C@H](CO)[C@@H](O)[C@H]2O)n1	0
NC(Cc1ccc(C(F)(F)F)cc1)c1csc(Nc2cnccn2)n1 (stereo unspecified)	-8
O=C1CC[C@@H](C(=O)N2CSC[C@@H]2C(=O)Nc2ccc(C(F)(F)F)cc2)N1	-9
COc1ccc(CNC(=O)N2[C@H]3CC[C@@H]2C=C(c2ccc(F)cc2OCc2ccccc2)C3)cc1OC	12
Cc1cccc(C)c1C(O)c1ncc(-c2ccccc2F)[nH]1 (stereo unspecified)	-2
O=C(NCCN1CCC(n2c(=O)[nH]c3ccccc32)CC1)c1ccc(Cl)c(Cl)c1	-4
Cc1cc2c(cc1C)-n1nnnc1C(N1CCCC1)C(=O)N2 (stereo unspecified)	-2
O=c1[nH][nH]c2c1[C@H](CCc1cccc(Cl)c1)O[C@H](CCc1ccccc1)C2	-3
O=S1(=O)CC(N2CCC(Cc3ccccc3)CC2)CN1Cc1ccccc1 (stereo unspecified)	0
CCn1c(SCC(=O)Nc2oc(C)c3c(C)n[nH]c(=O)c23)nnc1-c1ccco1	-4
COc1cccc(S(=O)(=O)N(C)C[C@@H]2OCc3cn(nn3)CCCC(=O)N([C@@H](C)CO)C[C@H]2C)c1	-7
Cn1nnnc1SCCNC(=O)C1CCC(=O)N(Cc2cccc(C(F)(F)F)c2)C1 (stereo unspecified)	0
COC(=O)[C@@]1(Sc2ccc(OC)cc2)CC(=O)N[C@@H]1c1ccccc1	-3
CCC(=O)N1CCC1(C)C(=O)Nc1cccc(OC)c1OC (stereo unspecified)	-1
COc1ccc(CN2C(=O)C(CC(=O)NCCN3CCOCC3)CC(C(=O)N(C(C)C)C(C)C)=C2C)cc1 (stereo unspecified)	-6
(more compounds)
SMILES	EBI2 antag
COc1ccccc1-c1cnc2c(Nc3cccc(OC(F)(F)C(F)F)c3)nccn12	68*
Cn1c(=O)c2c(-c3ccccc3)n(-c3ccc(N)cc3)cc2n(C)c1=O	-17
COC(=O)[C@@]12C[C@@H](CC(=O)NCCCN3CCCC3=O)C(=O)N(Cc3ccco3)C1=CCC(C)(C)C2	6
C=C1C(=O)[C@]23C[C@H]1CC[C@H]2[C@]1(C)[C@@H](OC(C)=O)CC[C@@](C)(C(=O)O)[C@H]1C[C@@H]3O	17
O=C1C(=Cc2cccc(F)c2)Cc2ccccc21	1
C[C@@H]1CN([C@@H](C)CO)S(=O)(=O)c2ccc(C#Cc3cccc(F)c3)cc2O[C@@H]1CN(C)CC1CC1	-10
COc1ccc(-c2ccc3c(c2)S(=O)(=O)c2cccc(C(=O)N4CCN(c5ccccn5)CC4)c2C3=O)cc1OC	0
O=C(OCc1ccccc1)N1CCC2CC1c1ccc(N3CCOCC3)cc12 (stereo unspecified)	3
COC(=O)C1=CN(c2ccc(N3CCOCC3)cc2)C(N)=C(C#N)C1c1ccc(-c2ccccc2)cc1 (stereo unspecified)	21
Cc1ccc(NC(=O)C2(C)CCN2C(=O)CCC2CCCC2)cc1C (stereo unspecified)	-4
O=C(/C=C/[C@H]1O[C@@H](n2cnc3c(NC(=O)c4ccccc4)ncnc32)[C@H](O)[C@@H]1O)NCc1cccs1	0
COc1cccc(NC(=O)c2cnc(NS(=O)(=O)c3ccccc3)nc2)c1	-4
COc1cccc(CNC(=O)[C@@H]2CCCN2C(=O)[C@H]2CCCCN2C(=O)c2cccc(Cl)c2)c1	2
CCOC(=O)C1=C[C@@H](C(C)(C)C)N(S(=O)(=O)c2ccc(C)cc2)[C@H]1c1cccc2ccccc12	2
COC(=O)c1ccc2nc(-c3ccc(F)cc3)c(Cc3ccccc3)n2c1	12
O=C(NCCC(F)(F)F)c1cccc2c(-c3ccc(F)c(F)c3)coc12	6
CCNC(=O)C1(C)CCN(Cc2ccccc2-c2ccccc2)C1 (stereo unspecified)	-6
CC1=C(C(=O)N(C)C)CC(CC(=O)NCc2cccs2)C(=O)N1Cc1ccc(C(C)(C)C)cc1 (stereo unspecified)	4
CNC[C@H]1OCc2cnnn2CCCC(=O)N([C@H](C)CO)C[C@@H]1C	-3
COc1ccccc1NC(=O)Nc1nc(C(N)CC(C)C)cs1 (stereo unspecified)	-12
COc1ccc(CN2C[C@@H](CO)O[C@@H](n3cnc4c(N5CCOCC5)ncnc43)C2)cc1	-4
Cc1ccc(S(=O)(=O)N2CC3(O)CN(C(=O)OC(C)C)N(C(=O)OC(C)C)CC3(OC(=O)NCC3CCCCC3)C2)cc1 (stereo unspecified)	7
CCCCCc1c(-c2cccc(Br)c2)ncn1CCc1ccccc1OC	13
CCOC(=O)C1=CCN(S(=O)(=O)c2ccccc2F)C1c1cccc(Cl)c1 (stereo unspecified)	-26
Cc1ccc(-c2nc3c4ccccc4ccn3c2Cc2cccc(Cl)c2)cc1	12
Next entries
SMILES	EBI2 antag
COc1ccc(OC)c(CN2C(=O)CCC2(C)c2nnnn2Cc2ccccc2)c1 (stereo unspecified)	-3
COc1ccc2[nH]cc(CCNC(=O)/C=C/[C@H]3O[C@@H](n4cnc5c(NC(=O)c6ccccc6)ncnc54)[C@H](O)[C@@H]3O)c2c1	-5
CC(C)C[C@@H]1CC2=C(C(=O)OC(C)(C)O2)[C@H](CCc2ccccc2)O1	6
CCN(CC)c1ncnc2c1ncn2[C@H]1CN(Cc2ccc(-c3ccccc3)cc2)C[C@@H](CO)O1	17
COc1ccc(Cn2cc(CN3CC(N4CCN(C5CCN(C)CC5)CC4)CS3(=O)=O)nn2)cc1 (stereo unspecified)	0
CCc1ccc(OC2(C)CCN(CCOc3ccc(C)cc3)C2)cc1 (stereo unspecified)	-8
Cc1ccc(S(=O)(=O)C[C@@H]2OC[C@H](C)N2S(=O)(=O)c2ccc(C)cc2)cc1	-10
CCCCNC(=O)C1C(c2ccc(OC)cc2)=Nc2ccccc2N1C(=O)c1ccc2ncccc2c1 (stereo unspecified)	5
CCC(=NNS(=O)(=O)c1ccc(C)cc1)c1ccc(OC)c(C)c1	1
NC(COCc1ccccc1)c1csc(Nc2ncccn2)n1 (stereo unspecified)	0
N#Cc1ccc(-c2nc3c(Cl)cc(C(F)(F)F)cn3c2Cc2ccsc2)cc1	23
O=C(NCc1ccccc1)C(c1cccc2ccccc12)n1c(=O)c(-c2cc3ccccc3[nH]2)nc2ccccc21 (stereo unspecified)	9
CCCCCCn1cc(CN2CC(N3CCN(CCO)CC3)CS2(=O)=O)nn1 (stereo unspecified)	-3
Cc1nnc(NC(=O)CCC2CCCCC2)s1	-7
CC(C)N(C)c1ncnc2c1ncn2[C@H]1CN(Cc2ccc(Cl)cc2)C[C@@H](CO)O1	83*
CCN(CC)c1ncnc2c1ncn2[C@H]1CN(Cc2cc(OC)c(OC)c(OC)c2)C[C@@H](CO)O1	-4
CC(=O)Nc1ccc(-c2ccnc3c2CC(C)(C(=O)Nc2ccc(Cl)cc2)O3)cc1 (stereo unspecified)	16
CCN(CC(=O)Nc1cc(Cl)ccc1C)CC(=O)NC1CC1	2
CCCC(=O)Nc1ccc(S(=O)(=O)N2CCc3ccccc32)cc1	0
Cn1ccc2c(-c3ccc(C(C)(C)C)cc3)cc3c(c21)C1CCC3C1 (stereo unspecified)	5
COCCCN1C(=O)C(CC(=O)NC(c2ccccc2)c2ccccc2)CC(C(=O)N2CCOCC2)=C1C (stereo unspecified)	-2
CCC(c1nnnn1-c1ccc2c(c1)OCCO2)N1CCN(c2ncccn2)CC1 (stereo unspecified)	2
COC(=O)c1ccc(N2C(c3cc(OC)cc(OC)c3)=Cc3ccc(-c4cnc(OC)nc4)cc3C2CC(=O)C2CC2)cc1 (stereo unspecified)	5
CCOC(=O)[C@]12CCCC=C1N(CCC1=CCCCC1)C(=O)[C@H](CC(=O)N1CCN(C(=O)C3CC3)CC1)C2	1
COc1ccc(C(O)c2ncc(-c3ccccc3Cl)[nH]2)cc1 (stereo unspecified)	-7

Brought forward from above: 6 entries; new compounds follow.
SMILES	EBI2 antag
Cn1ccc2c(-c3ccc(C(C)(C)C)cc3)cc3c(c21)C1CCC3C1 (stereo unspecified)	5
COCCCN1C(=O)C(CC(=O)NC(c2ccccc2)c2ccccc2)CC(C(=O)N2CCOCC2)=C1C (stereo unspecified)	-2
CCC(c1nnnn1-c1ccc2c(c1)OCCO2)N1CCN(c2ncccn2)CC1 (stereo unspecified)	2
COC(=O)c1ccc(N2C(c3cc(OC)cc(OC)c3)=Cc3ccc(-c4cnc(OC)nc4)cc3C2CC(=O)C2CC2)cc1 (stereo unspecified)	5
CCOC(=O)[C@]12CCCC=C1N(CCC1=CCCCC1)C(=O)[C@H](CC(=O)N1CCN(C(=O)C3CC3)CC1)C2	1
COc1ccc(C(O)c2ncc(-c3ccccc3Cl)[nH]2)cc1 (stereo unspecified)	-7
O=S1(=O)CC(N2CCCC2)CN1Cc1cn(Cc2cccc(Cl)c2)nn1 (stereo unspecified)	4
CN(C)CCCNC(=O)c1cccc(-c2cnc3cccnn23)c1	-8
CCc1nc2c(OCc3ccc(Cl)cc3)cccn2c1N(C)C(=O)c1ccccc1F	17
COC(=O)c1ccc2cc(C)cc(C)c2n1	-8
COc1cccc(-c2cnc(C(O)c3cccc(OC)c3)[nH]2)c1 (stereo unspecified)	-1
CC(C)Oc1ccc(CN2CCC2(C)C(=O)NCc2cccc3ccccc23)cc1 (stereo unspecified)	10
OC(c1ccc(F)c(F)c1)c1nc(-c2csc3ccccc23)cs1 (stereo unspecified)	-4
CCCCN1C[C@H](Cc2ccccc2)[C@@H](CC(=O)Nc2ccc(OC)cc2)C1=O	1
Cc1cn([C@H]2C[C@H](O)[C@@H](CNC(=O)[C@H](N)Cc3cccnc3)O2)c(=O)[nH]c1=O	-8
COc1cc(NC(=O)C2=C(C)OCCS2)c(Cl)cc1C(=O)NCCCN1CCCC(C)C1 (stereo unspecified)	-3

Reprinted at random: four records from the list, in no set order.
SMILES	EBI2 antag
CC(C)Oc1ccc(CN2CCC2(C)C(=O)NCc2cccc3ccccc23)cc1 (stereo unspecified)	10
CCc1nc2c(OCc3ccc(Cl)cc3)cccn2c1N(C)C(=O)c1ccccc1F	17
Cc1cn([C@H]2C[C@H](O)[C@@H](CNC(=O)[C@H](N)Cc3cccnc3)O2)c(=O)[nH]c1=O	-8
CCCCN1C[C@H](Cc2ccccc2)[C@@H](CC(=O)Nc2ccc(OC)cc2)C1=O	1

Only part of the results is shown; the hit share may differ from the screen's.
